GDH-TPI counter: GDH-TPI coupled enzyme inhibition counter-screen; GDH-TPI coupled enzyme counterscreen, NADH absorbance; inhibition, % at 4.8 µM; 1.2% of 360,000 active; AID 588335; in the data active = inhibition above about 30%;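 note: 0% = DMSO wells and 100% = wells lacking the enzyme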
Mtb FBA inh: inhibitors of M. tuberculosis fructose-bisphosphate aldolase | P9WQA3 | purified M. tuberculosis FBA, fluorescence read-out | inhibition, % at 1 µM | 2.3% of 360,000 active; in the data active = inhibition above about 27%;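 note: 0% = vehicle and 100% = reference inhibitor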
Target sequence (P9WQA3 whole entry, looked up): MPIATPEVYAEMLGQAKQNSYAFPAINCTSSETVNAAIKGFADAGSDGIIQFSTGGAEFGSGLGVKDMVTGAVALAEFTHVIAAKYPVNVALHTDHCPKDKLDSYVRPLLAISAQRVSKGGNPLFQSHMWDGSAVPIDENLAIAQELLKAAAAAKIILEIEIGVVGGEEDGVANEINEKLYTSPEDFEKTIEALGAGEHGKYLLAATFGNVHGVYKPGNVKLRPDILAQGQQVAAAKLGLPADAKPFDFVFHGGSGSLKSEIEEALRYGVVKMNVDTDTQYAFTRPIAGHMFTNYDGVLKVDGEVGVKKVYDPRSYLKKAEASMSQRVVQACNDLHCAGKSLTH
FadD28 FP inh: inhibitors of Mycobacterium tuberculosis FadD28 bisubstrate binding; FadD28 bisubstrate probe binding, fluorescence polarization; inhibition, % at 12.5 µM; 0.22% of 360,000 active; in the data active = inhibition above about 8.5%, passing the limit was not always enough; inconclusive = no clear call, values can overlap the other calls
BoNT A protease: blocks Botulinum neurotoxin A light chain protease; AID 588499; inhibition, % at 10 µM; 0.17% of 360,000 active; multiplex microsphere protease substrate cleavage, flow cytometry; note: plate controls were buffer without enzyme for full effect and enzyme alone for no effect
PfHsp40 rescue: compounds rescuing yeast from Plasmodium falciparum HSP40 toxicity | 0.68% of 340,000 active | AID 504582 | growth rescue, % at 12.5 µM | S. cerevisiae expressing PfHsp40, growth rescue, ATP luminescence; in the data active = growth rescue above about 28%, passing the limit was not always enough; inconclusive = no clear call, values can overlap the other calls;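 note: yeast W303a lacking pdr1 and pdr3 grown in galactose medium; growth measured after three days at 30 °C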
BioA inh: blocks M. tuberculosis BioA enzyme activity; purified M. tuberculosis BioA enzyme, plate reader; inhibition, % at 9.99 µM; 0.096% of 360,000 active; in the data active = inhibition above about 40%; inconclusive = no clear call, values can overlap the other calls
Anthrax LF prot: blocks Bacillus anthracis lethal factor protease; AID 588501; inhibition, % at 10 µM; P15917; 0.12% of 360,000 active; multiplex microsphere protease cleavage assay, LF; note: plate controls were buffer without enzyme for full effect and enzyme alone for no effect
BoNT F protease: BoNT F light chain protease inhibition | Multiplex microsphere protease cleavage assay, flow cytometry | inhibition, % at 10 µM | 0.22% of 360,000 active | AID 588497; in the data active = inhibition above about 35%, passing the limit was not always enough; inconclusive = no clear call, values can overlap the other calls; note: plate controls were buffer without enzyme for full effect and enzyme alone for no effect
UGM FP inh: Mtb UDP-galactopyranose mutase inhibition. inhibition, % at 10 µM. P9WIQ1. purified UGM, fluorescence polarization probe displacement. 0.06% of 320,000 active; in the data active = inhibition above about 10%, passing the limit was not always enough; inconclusive = no clear call, values can overlap the other calls
Target sequence (P9WIQ1 whole entry, looked up): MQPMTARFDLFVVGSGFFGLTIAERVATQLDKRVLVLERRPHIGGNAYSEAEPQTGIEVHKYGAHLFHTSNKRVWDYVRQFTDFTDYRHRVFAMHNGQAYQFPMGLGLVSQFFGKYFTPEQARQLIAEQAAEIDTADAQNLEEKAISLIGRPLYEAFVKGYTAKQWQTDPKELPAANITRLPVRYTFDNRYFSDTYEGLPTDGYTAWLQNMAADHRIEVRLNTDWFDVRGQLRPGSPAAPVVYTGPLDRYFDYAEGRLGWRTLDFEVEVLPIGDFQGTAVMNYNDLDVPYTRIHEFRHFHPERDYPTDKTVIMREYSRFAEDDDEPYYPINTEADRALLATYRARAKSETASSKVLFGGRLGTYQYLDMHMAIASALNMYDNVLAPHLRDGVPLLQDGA
The depositor's hits bear a star; ? = inconclusive; / = no result given. Cut-off read from the data, not from the text of the source, unless noted: active = inhibition above about 30%; inconclusive = no clear call, values can overlap the other calls; inactive = below that.

SMILES	GDH-TPI counter	Mtb FBA inh	FadD28 FP inh	BoNT A protease	PfHsp40 rescue	BioA inh	Anthrax LF prot	BoNT F protease	UGM FP inh
Cc1cc(=O)oc2c3c(ccc12)OC/C3=N/N	15	94*	-2.2	0.4	-0.7	/	0	0	-2.8
COc1ccc(CCNC(=O)C(NC(=O)OCc2ccccc2)C(C)C)cc1OC (stereo unspecified)	-2	-1	-3.4	?	-0.3	/	-2	?	4.4
Cc1ccc(-n2nnnc2SCC(=O)NNC(=O)c2ccco2)c(C)c1	9	0	-2.0	-0.3	-0.1	-1.3	1	-4	1.6
COc1ccc(N(CC(=O)NCCC2=CCCCC2)S(=O)(=O)c2c(C)[nH]c(=O)[nH]c2=O)cc1	5	5	-1.2	-0.4	1.2	0.2	1	-5	0.3
CCCCCCSc1ccc([C@H]2N[C@@](CC(C)C)(C(=O)OC)[C@H]3C(=O)N(C)C(=O)[C@@H]23)cc1	0	1	-0.6	-0.4	47*	-0.1	0	-2	-0.1
O=C(NCCc1csc(-c2ccccc2)n1)c1c(F)cccc1Cl	-2	-1	-1.1	0.2	0.7	/	0	-4	-3.5
CC(C)(C)c1cc(CCC(=O)NNC(=S)NC(=O)c2ccccc2)cc(C(C)(C)C)c1O	8	2	-2.4	-0.7	508*	/	0	-7	-1.6
COc1ccc(OC)c(-c2csc(N(Cc3ccco3)C(=O)c3ccco3)n2)c1	5	0	0.7	-0.3	-1.3	-0.5	-7	-5	-2.3
CCOc1ccc(NC(=O)CC2C(=O)Nc3ccccc3N2C(=O)c2ccccc2)cc1 (stereo unspecified)	-1	0	-1.8	-0.6	0.9	/	6	3	-0.2
O=C(NCc1cccnc1)C(=O)NCC1OCCN1S(=O)(=O)c1ccc(F)cc1 (stereo unspecified)	12	-2	-3.8	-0.8	-1.9	0.5	2	-2	0.6
CCn1c(C)nc2cc(C(=O)N/N=C/c3ccc(O)cc3)ccc21	14	0	-0.3	-0.2	0.4	/	2	-2	-0.2
CCCN(C(=O)c1cnccn1)c1c(N)n(Cc2ccccc2)c(=O)[nH]c1=O	-3	-3	-2.0	-0.2	-0.3	-0.8	-8	-2	-0.6
O=C(NCc1ccc2c(c1)OCO2)c1ccc(Br)cc1	-10	1	0.3	1.2	?	-1.0	-7	?	-0.1
Cc1ccc(Cn2c(SCC(=O)Nc3cc(C)on3)nc3ccccc3c2=O)cc1	0	-2	-8.1	0.3	1.9	-3.4	-3	-10	-1.0
COc1cccc(N2CC(C)Cn3c2nc2c3c(=O)n(CCN3CCOCC3)c(=O)n2C)c1 (stereo unspecified)	13	1	-0.5	1.8	-0.6	3.4	2	-2	-3.1
COc1ccc(NC(C#N)c2ccccc2OCc2ccccc2)cc1 (stereo unspecified)	10	6	-0.3	-0.7	-1.4	-1.3	-2	-4	0.6
Cc1cc(C)nc(S/C=C/C(=O)c2ccccc2)n1	30	-1	-4.7	?	2.9	/	-21	?	0.2
COc1ccc(Nc2nc(Nc3ccc(OC)cc3OC)nc(N3CCN(C)CC3)n2)c(OC)c1	4	0	-0.8	-0.5	0.9	-0.4	-2	0	/
Cn1cnc([N+](=O)[O-])c1Oc1cccc(O)c1	5	1	-3.0	-0.7	-0.6	/	-2	-5	-2.2
Cc1nc(NCc2ccccn2)c2c3c(sc2n1)CCCC3	-4	2	-2.6	0.3	-0.7	/	-5	2	1.5

Full records as entered above. Screens in order: GDH-TPI counter, Mtb FBA inh, FadD28 FP inh, BoNT A protease, PfHsp40 rescue, BioA inh, Anthrax LF prot, BoNT F protease, UGM FP inh
`CCCN(C(=O)c1cnccn1)c1c(N)n(Cc2ccccc2)c(=O)[nH]c1=O` is entered as -3, -3, -2.0, -0.2, -0.3, -0.8, -8, -2, -0.6
`Cc1nc(NCc2ccccn2)c2c3c(sc2n1)CCCC3` is entered as -4, 2, -2.6, 0.3, -0.7, /, -5, 2, 1.5

Other records.
SMILES	GDH-TPI counter	Mtb FBA inh	FadD28 FP inh	BoNT A protease	PfHsp40 rescue	BioA inh	Anthrax LF prot	BoNT F protease	UGM FP inh
CN(C)C(=O)Oc1cccc2c(OC(=O)N(C)C)cccc12	1	3	-1.6	0.0	2.1	-1.4	-8	?	2.8
N#CCCN(CCCN1CCOCC1)CN1C(=O)c2ccccc2C1=O	17	3	-0.4	0.5	/	-2.7	10	-1	/
O=C(N1CCN(CCO)CC1)N1c2ccccc2C=Cc2ccccc21	-15	4	-5.3	0.7	0.5	0.1	0	7	-1.8
CCOC(=O)C1=CCN(S(=O)(=O)c2cccc(Cl)c2)C1c1ccc(F)cc1 (stereo unspecified)	/	-5	-4.9	0.3	/	-1.9	-2	0	/
O=C(C[n+]1ccccc1)N/N=C/c1cccs1	9	-5	-3.4	-0.2	-0.3	/	-1	-3	-1.1
COC(=O)c1cccc(NC(=O)Nc2ccc(Cl)cc2)c1	-9	0	-2.5	-3.6	-0.9	1.4	-4	?	3.5
COc1cccc(C(=O)Nn2c(-c3cccs3)nc3ccccc3c2=O)c1OC	-1	2	-3.9	-0.2	3.6	/	-3	0	5.9
CCOc1ccc(C(=O)N2CCN(C(=O)c3ccco3)CC2)cc1OCC	6	-1	1.2	1.0	0.1	-0.4	0	1	-0.6
COc1cccc(/C=N/NC(=O)CCCc2ccc(OC)c(C)c2)c1	9	1	0.6	0.4	0.0	-2.9	-6	1	-0.4
COc1cccc(N2C(=O)CC(N3CCN(CCN=CC4=C(O)CC(C)(C)CC4=O)CC3)C2=O)c1 (stereo unspecified)	-4	-7	-3.7	0.0	1.5	-1.2	-9	-4	-1.2
Cc1cc(N/N=C/c2cccc(Cl)c2)nc(-n2nc(C)cc2C)n1	26	2	-0.5	/	1.4	-0.3	/	/	-1.3
Cc1sc2ncnc(SCC(=O)N3CCOCC3)c2c1C	2	3	-1.6	3.1	-0.4	-1.4	7	20	5.0
CN(C(=O)CSc1nnc(NC2CCCCC2)s1)C1CCS(=O)(=O)C1 (stereo unspecified)	10	1	-0.3	-2.3	-1.2	-0.3	-2	-39	-1.9
COCC1CCN(C(=O)C2CCC(=O)N(C3CCCC3)C2)CC1 (stereo unspecified)	0	-2	-0.8	-0.3	1.5	1.0	-1	6	-2.1
O=C1CCc2cc(S(=O)(=O)N3CCCC3C(=O)N3CCN(c4ccccc4F)CC3)ccc2N1 (stereo unspecified)	10	5	-0.4	0.4	0.1	-3.0	-2	-5	-1.4
CCc1nnc(NC(=O)CCN2C(=O)/C(=C/c3cc(OC)c(OC)c(OC)c3)SC2=S)s1	0	-1	2.5	-0.2	-0.6	-0.2	-3	17	3.1
CCc1nnc(NC(=O)C(C)N2C(=O)C3C4C=CC(C4)C3C2=O)s1 (stereo unspecified)	-5	0	-3.0	0.0	-0.9	3.6	-2	8	1.2
O=C1CN(C(=O)COc2c(F)c(F)cc(F)c2F)c2ccccc2N1	-1	-2	-2.8	0.4	-1.1	-0.3	-4	6	-1.3
Clc1ccccc1-c1cccc2nccn12	-5	35*	-0.2	0.0	/	1.6	4	6	/
O=C(O)Cc1ccc(-c2ccccc2-c2ccccc2)cc1	-4	4	-1.7	-1.4	4.4	-0.6	-7	-29	4.0
Cc1noc(C)c1CSc1nc2ccccc2[nH]1	7	6	-0.4	-0.4	-0.5	4.6	-2	-12	1.7
CCN(CC)C(=O)c1cccc(NC(=O)CCc2nc3sc4c(c3c(=O)[nH]2)CCCC4)c1	4	1	-1.0	-2.2	-0.1	1.8	0	3	/
CC(C)Cc1nc2oc3c(=O)[nH]cnc3c2c2c1CCCC2	10	4	-5.8	-0.3	-1.2	-0.8	-6	-8	1.3
CN(CC(=O)NCc1ccccc1Cl)CC(=O)Nc1ccccc1Br	1	3	-1.4	2.1	5.2	0.9	-4	-1	-0.5
CCCSc1nc2sc3c(c2c(=O)[nH]1)CC(C)(CC)OC3 (stereo unspecified)	2	0	0.8	-3.1	/	-1.1	-11	-8	-0.3
CC(C)(C)c1ccc(-c2csc(NNC3=NCCCCC3)n2)cc1	-4	0	-1.9	?	-0.8	/	-2	-9	1.1
COc1ccc2oc(/C=C/N(C)C)c(C(=O)c3ccc(Cl)cc3)c2c1	16	5	3.1	12	0.8	-1.3	7	8	5.5
O=C(Nc1nnc(C2CC2)s1)c1ccccn1	17	2	-1.9	-3.3	0.0	-3.3	0	-20	0.9
CCOC(=O)N1CCN(Cc2c(O)ccc3ccccc23)CC1	5	10	-5.6	-0.7	0.5	-0.8	-12	?	0.0
O=C(Nc1ncc2c(n1)-c1ccccc1CC2)C1CC1	-3	1	3.0	-0.7	1.3	/	2	0	-1.4
Clc1ccc(-c2cccs2)nn1	7	0	-2.5	-1.3	0.0	/	1	-7	0.1
CCOc1ccccc1C1C(C#N)=C(N)Oc2cc(C)n(Cc3ccccn3)c(=O)c21 (stereo unspecified)	19	1	-1.0	?	-1.7	-1.8	?	?	1.2
COc1ccc(C/C(N)=N/OC(=O)Cc2ccc(OC)c(OC)c2)cc1	9	2	0.8	-1.0	-1.0	-2.7	0	-6	-1.7
CN=C(Nc1cc(C)nn1CCC#N)c1ccccc1	12	3	0.5	-0.9	-1.4	-0.4	3	-5	-1.0
CCN1CCN(c2cc(C)c3cc(NC(=O)c4ccc(OC)c(OC)c4)ccc3n2)CC1	13	7	1.1	0.8	0.5	-2.0	-5	-9	3.4
CSc1nc(N)c(NC(=O)c2ccc(Br)o2)c(=O)[nH]1	2	4	-0.8	-3.3	-1.2	-3.7	6	0	-1.4
COC(=O)[C@@H](NC(=O)N1CCN(C(=O)C2COc3ccccc3O2)CC1)C(C)C (stereo partly specified)	-4	-7	-3.0	-0.7	-0.6	-2.5	-1	-4	-0.6
O=C1C(=O)N(c2ccccn2)C(c2ccc(Br)cc2)/C1=C(/O)c1ccc(Br)cc1 (stereo unspecified)	-3	-1	-1.6	-0.4	-0.4	-0.8	0	?	-0.6
COc1ccc(-c2cn3nc(SCC(=O)NCC4CCCO4)ccc3n2)cc1 (stereo unspecified)	24	128*	-2.6	2.2	0.6	0.5	2	7	3.7
CCOC(=O)C1(Cc2cccc(OC)c2)CCCN(S(=O)(=O)CC)C1 (stereo unspecified)	-2	-4	-3.1	0.0	0.3	-1.4	-8	?	3.1
COc1ccccc1CNS(=O)(=O)c1ccc(NC(C)=O)cc1	1	4	-0.7	-1.6	-0.9	-0.2	-2	-2	0.7
COc1ccc(-c2nn(C)c3sc(C(=O)N4CCOCC4)cc23)cc1OC	20	1	-2.1	-1.4	2.0	2.2	-2	-33	1.9
Cc1cc(NS(=O)(=O)c2ccc(NC(=S)NC(=O)c3ccccc3)cc2)no1	8	4	0.3	-1.8	0.9	/	0	-1	-0.4
COc1ccc(-c2nc(CS(=O)CC(=O)NC3CCCCC3)c(C)o2)cc1OC (stereo unspecified)	4	8	-0.9	-0.1	0.3	-0.3	0	-3	0.8
CC(C)C(C)NC(=O)COC(=O)c1cccc(C(=O)OCC(=O)NC(C)C(C)C)n1 (stereo unspecified)	-5	-1	-1.0	-0.5	0.1	/	2	6	-1.5
COc1ccc(COC(=O)NNC(=O)c2ccccc2Cl)cc1	12	0	-0.2	-0.5	-0.5	-1.2	0	2	1.5
O=C(Cc1n[nH]c(=O)c2ccccc12)N1CCN(S(=O)(=O)c2ccc(F)c(Cl)c2)CC1	-2	1	-0.8	-0.3	-0.2	14	-6	-3	-1.0
CC1CCC/C(=N/Nc2ccc([N+](=O)[O-])cc2[N+](=O)[O-])C1 (stereo unspecified)	10	-2	-1.1	0.1	0.3	-0.4	-9	-2	-1.6
Cc1cccc(C)c1NC(=S)NC(=O)c1ccc(Br)o1	0	-3	-5.4	0.2	0.1	1.0	7	-4	-1.1

Molecules from the list above containing a nitro group on carbon:
SMILES	GDH-TPI counter	Mtb FBA inh	FadD28 FP inh	BoNT A protease	PfHsp40 rescue	BioA inh	Anthrax LF prot	BoNT F protease	UGM FP inh
Cn1cnc([N+](=O)[O-])c1Oc1cccc(O)c1	5	1	-3.0	-0.7	-0.6	/	-2	-5	-2.2
CC1CCC/C(=N/Nc2ccc([N+](=O)[O-])cc2[N+](=O)[O-])C1 (stereo unspecified)	10	-2	-1.1	0.1	0.3	-0.4	-9	-2	-1.6
